NPSR antag: qHTS Assay for Antagonists of the Neuropeptide S Receptor: cAMP Signal Transduction | CHO-NPSR cells, cAMP TR-FRET, antagonist mode | 220,000 tested, 1% active | Potency, µM (titrated, usually from 38.3 µM), for inactives: top-dose activity change, negative = inhibition, most hits filed as inhibitors; note: % is set by controls: 0 for no effect and ±100 for the full control effect; nearly all actives have a fitted effect of over 50% in size; many of its hits are not listed in these tables
Target sequence (Q6W5P4 whole entry, looked up): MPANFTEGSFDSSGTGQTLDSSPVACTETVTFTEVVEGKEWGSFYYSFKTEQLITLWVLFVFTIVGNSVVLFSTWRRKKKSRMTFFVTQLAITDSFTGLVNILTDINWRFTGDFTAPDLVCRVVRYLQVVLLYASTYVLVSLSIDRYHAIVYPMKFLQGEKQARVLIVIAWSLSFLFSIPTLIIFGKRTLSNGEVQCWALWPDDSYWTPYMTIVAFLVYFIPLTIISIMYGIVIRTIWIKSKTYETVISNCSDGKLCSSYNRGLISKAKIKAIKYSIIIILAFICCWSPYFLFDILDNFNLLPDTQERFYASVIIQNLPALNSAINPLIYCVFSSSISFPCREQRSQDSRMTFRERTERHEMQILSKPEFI
RGS12 GoLoco inh: qHTS Assay for Inhibitors of RGS12 GoLoco Motif Activity (Red Fluorophore) | Guanine nucleotide-binding protein G(i) subunit alpha-1 (Homo sapiens), P63096 | Gai1:RGS12 GoLoco peptide FP, rhodamine, 10 min | Potency, µM (doses to about 61.6 µM), inactives show top-dose activity, negative = inhibition, actives largely listed as inhibitors | 230,000 tested, 0.44% active | AID 880, 2007; active = well fitted inhibition curve with a large enough effect, not every such curve was filed as active; inactive = no such curve, though single readings can be large or run the other way; note: % is set by controls: 0 for no effect and ±100 for the full control effect; nearly all actives have a fitted effect of over 30% in size; many of its hits are not listed in these tables
Target sequence (P63096 whole entry, looked up): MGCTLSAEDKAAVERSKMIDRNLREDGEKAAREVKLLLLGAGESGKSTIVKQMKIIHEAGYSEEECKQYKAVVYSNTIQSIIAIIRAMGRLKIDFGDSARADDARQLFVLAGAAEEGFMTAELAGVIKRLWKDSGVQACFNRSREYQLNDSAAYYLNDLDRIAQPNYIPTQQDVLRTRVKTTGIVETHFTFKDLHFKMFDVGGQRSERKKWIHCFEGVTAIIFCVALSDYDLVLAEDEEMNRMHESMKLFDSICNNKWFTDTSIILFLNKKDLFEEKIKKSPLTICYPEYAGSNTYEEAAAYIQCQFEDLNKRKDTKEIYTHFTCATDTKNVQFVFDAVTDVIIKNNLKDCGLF
Epigenetic derep: Quantitative High-Throughput Screen for Regulators of Epigenetic Control. Potency, µM (titrated, usually from 53.9 µM), without a hit: at the highest dose GFP activation, usual class: activators. murine LDR cells, GFP reporter derepression, 30 h. 280,000 tested, 0.2% active. AID 1865, 2009; note: % of control where 0% means no effect; nearly all actives have a fitted effect of over 60% in size
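Murine LDR cells bearing a silenced CMV-driven GFP reporter were exposed to compound for 30 h at 37 C. After PBS washes, GFP-positive cells (20-120 um objects) counted by laser-scanning microplate cytometry.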
SMN2 splice up: qHTS Assay for Enhancers of SMN2 Splice Variant Expression. HEK293 SMN2-luciferase splicing reporter, luminescence, 30-36 h. Potency, µM (highest dose often 46.1 µM), without a hit: at the highest dose activity change, positive = activation, hits mostly activators. 210,000 tested, 2.8% active. AID 1458, 2008; note: % of control where 0% means no effect; nearly all actives have a fitted effect of over 55% in size
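HEK293 cells carry an SMN2 minigene-luciferase reporter in which exon 7 inclusion puts luciferase in frame. Cells were seeded at 2000 cells/well, attached for 10-12 hours, then exposed to compounds for 30-36 hours at 37C before ONE-Glo luminescence.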
Luc counter: Counterscreen for Luciferase (Kinase-Glo TM) Inhibition; Luciferin 4-monooxygenase (Photuris pensylvanica), Q27757; Kinase-Glo luciferase, ATP luminescence, 8 min; Potency, µM (doses to about 38.3 µM), for the others: at the top dose activity change, negative = inhibition, actives largely listed as inhibitors; 200,000 tested, 0.28% active; AID 1379, 2008; note: % is set by controls: 0 for no effect and ±100 for the full control effect; nearly all actives have a fitted effect of over 60% in size
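Luminescence was the read-out, taken after 8-minute incubation at ambient temperature. Luciferase turned over luciferin with 10 uM ATP in imidazole pH 7.2 buffer containing KCl, MgCl2, Tween 20 and BSA.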
JMJD2E inh: qHTS Assay for Inhibitors of Human Jumonji Domain Containing 2E (JMJD2E); Lysine-specific demethylase 4E (Homo sapiens), B2RXH2; JMJD2E catalytic domain, FDH-coupled NADH fluorescence (FDH is formaldehyde dehydrogenase); Potency, µM (top dose mostly 57.1 µM), for the others: at the top dose activity change, negative = inhibition, most hits filed as inhibitors; 230,000 tested, 1.6% active; AID 2147, 2009; active = well fitted inhibition curve with a large enough effect, not every such curve was filed as active; inconclusive = small, poorly fitted or top-dose-only effect, or another doubt; inactive = no such curve, though single readings can be large or run the other way;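 note: 0% = wells with enzyme and -100% = buffer wells without enzyme; nearly all actives have a fitted effect of over 50% in size; many of its hits are not listed in these tables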
Target sequence (B2RXH2 1-337 limits assumed): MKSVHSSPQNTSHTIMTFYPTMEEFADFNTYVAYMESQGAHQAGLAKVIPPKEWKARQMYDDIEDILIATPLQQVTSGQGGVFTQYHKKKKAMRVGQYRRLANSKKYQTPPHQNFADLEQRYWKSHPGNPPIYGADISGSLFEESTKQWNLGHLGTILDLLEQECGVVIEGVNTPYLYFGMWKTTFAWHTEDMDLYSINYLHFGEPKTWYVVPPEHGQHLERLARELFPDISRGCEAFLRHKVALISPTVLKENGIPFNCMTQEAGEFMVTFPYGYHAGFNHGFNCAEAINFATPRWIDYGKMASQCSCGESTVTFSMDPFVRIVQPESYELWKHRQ
RECQ1 helicase: qHTS Assay for Inhibitors of RecQ-Like Dna Helicase 1 (RECQ1); ATP-dependent DNA helicase Q1 (Homo sapiens), P46063; AID 2549, 2010; RECQ1 DNA unwinding, red fluorescence kinetic read; 240,000 tested, 0.54% active; Potency, µM (highest dose often 57.3 µM), without a hit: top-dose activity, negative = inhibition, hits mostly inhibitors;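 note: plate controls were vehicle for no effect and no enzyme for full effect; nearly all actives have a fitted effect of over 30% in size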
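RECQ1T1 50 nM; forked duplex (20 bp + 30-nt ss tails) 200 nM, ATP 2 mM final; pH 8.0, 2 mM MgCl2, 2.5 ug/ml poly(dI-dC); 15 min compound preincubation; discontinuous kinetic read over 2 h at RT.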
IMPase Li cell: qHTS Assay for Identifying the Cell-Membrane Permeable IMPase Inhibitors: Potentiation with Lithium. CHO-M1 cells, IP1 TR-FRET (IP-One), carbachol + lithium. Potency, µM (doses to about 59.4 µM), for inactives: at the top dose activity, negative = IMPase inhibition, usual class: inhibitors. 210,000 tested, 0.35% active. AID 1457, 2008;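 note: IP1 builds up when IMPase is blocked and the TR-FRET signal falls; plate controls were basal vehicle for no effect and high inhibitor control for full effect; nearly all actives have a fitted effect of over 50% in size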
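Lithium-sensitised IP1 accumulation assay; M1-expressing CHO cells treated 30 min at 37C with compound. Competitive antibody detection by time-resolved FRET followed a 10 min room-temperature lysis step.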
* marks the source's active call; other numbers are inactive results; [ ] = remark or other dose. Unless noted, calls come from the whole dose curve; as a rule, active = well fitted curve in the direction sought with a large enough effect; inconclusive = small, poorly fitted or top-dose-only effect, or another doubt; inactive = no such curve, though single readings can be large; an effect the other way counts as inactive or inconclusive. Potency is the fitted concentration of half-maximal effect. An excerpt; count on the stated rates, not on these rows.

What do the screens show for `CC(NCCC(Cc1ccccc1)c1ccco1)c1ccccc1` (stereo not given)?
NPSR antag: -15%; RGS12 GoLoco inh: 8%; Epigenetic derep: 1.1%; JMJD2E inh: 9%; RECQ1 helicase: inactive

How did Cc1nn(-c2ccccc2)c(C)c1/C=N/NC(=O)c1cccs1 do in these assays?
NPSR antag: -12%[46.1 µM]; RGS12 GoLoco inh: 6%; Epigenetic derep: 0.0%; SMN2 splice up: 18µM*; Luc counter: 1%; JMJD2E inh: -5%; RECQ1 helicase: -6%; IMPase Li cell: 15%

What do the screens show for `O=C(Nc1nnc(-c2ccccc2F)s1)C1CCCO1` (stereo not given)?
NPSR antag: -8%[46.1 µM]; RGS12 GoLoco inh: 3%; Epigenetic derep: -1.2%; SMN2 splice up: 5µM*; Luc counter: -5%; JMJD2E inh: -6%; RECQ1 helicase: inactive; IMPase Li cell: 6%

How did CCC(=O)N1CCc2cc(Br)cc(S(=O)(=O)N3CCN(C(=O)c4ccco4)CC3)c21 do in these assays?
NPSR antag: -9%[46.1 µM]; RGS12 GoLoco inh: 11%; Epigenetic derep: 0.0%; SMN2 splice up: 0%; Luc counter: -2%; JMJD2E inh: 5%; RECQ1 helicase: 2%; IMPase Li cell: 5%

What do the screens show for `CC1CCCCC1N=C1NC(C)(C)CS1` (stereo not given)?
NPSR antag: 2%; RGS12 GoLoco inh: 0%; Epigenetic derep: -1.9%; SMN2 splice up: -14%; Luc counter: -3%; JMJD2E inh: 5%; RECQ1 helicase: -12%; IMPase Li cell: 39%[activator]

Results for CCN(CC)CCN1C(=O)C(=O)/C(=C(/O)c2ccc(OC)cc2)C1c1cccs1 (stereo not given) ?
NPSR antag: 5%[46.1 µM]; RGS12 GoLoco inh: 0%; Epigenetic derep: -4.4%; SMN2 splice up: -1%; Luc counter: -4%; JMJD2E inh: -24%; RECQ1 helicase: inactive; IMPase Li cell: -20%[38.3 µM]

Results for O=C(CNc1ccc(Cl)cc1)NNC(=S)NCc1ccccc1 ?
NPSR antag: 16%; RGS12 GoLoco inh: 8%; Epigenetic derep: -7.3%; Luc counter: -3%; JMJD2E inh: 6%; RECQ1 helicase: -21%; IMPase Li cell: 2%

What do the screens show for `CSc1ncccc1C(=O)N1CCCC(CCC(=O)NCc2ccc(F)c(F)c2)C1` (stereo not given)?
NPSR antag: 6%; RGS12 GoLoco inh: -8%; Epigenetic derep: -0.1%; JMJD2E inh: -9%; RECQ1 helicase: inactive; IMPase Li cell: 3%

Results for O=C(CSc1nc(-c2ccccc2)cs1)N1CCc2ccccc21 ?
NPSR antag: inconclusive; RGS12 GoLoco inh: 2%; Epigenetic derep: -2.7%; SMN2 splice up: 4%; Luc counter: 1%; JMJD2E inh: -1%; RECQ1 helicase: 1%; IMPase Li cell: 4%[38.3 µM]

Results for COc1ccc(-c2ccc(/C=C3\C(=O)N(c4ccccc4)N=C3c3ccccc3)o2)c([N+](=O)[O-])c1 ?
NPSR antag: 3%[46.1 µM]; RGS12 GoLoco inh: -6%; Epigenetic derep: -1.1%; SMN2 splice up: -8%; Luc counter: -8%; JMJD2E inh: 3%; RECQ1 helicase: -7%; IMPase Li cell: 3%[38.3 µM]

How did COC(=O)c1oc(-c2ccc(Cl)cc2)nc1C do in these assays?
NPSR antag: 4%; RGS12 GoLoco inh: 11%; Epigenetic derep: -0.9%[10.1 µM]; SMN2 splice up: -1%; Luc counter: -3%; JMJD2E inh: -10%; RECQ1 helicase: -7%; IMPase Li cell: 3%

How did O=C(c1ccc(COc2ccccc2Br)o1)N1CCCCCC1 do in these assays?
NPSR antag: -27%[46.1 µM]; RGS12 GoLoco inh: -4%; Epigenetic derep: 4.5%; SMN2 splice up: -5%; Luc counter: 5%; JMJD2E inh: -7%; RECQ1 helicase: -7%; IMPase Li cell: 16%[38.3 µM]

Results for Cc1cccc(Nc2nc(N)nc(CSc3nccc(C)n3)n2)c1 ?
NPSR antag: -1%[46.1 µM]; RGS12 GoLoco inh: 2%; Epigenetic derep: -1.0%; SMN2 splice up: 34%; Luc counter: 4%; JMJD2E inh: 2%; RECQ1 helicase: inconclusive; IMPase Li cell: 8%[38.3 µM]

Results for Cc1ccc(CN2CCN(/N=C/c3ccc(Cl)c([N+](=O)[O-])c3)CC2)cc1 ?
NPSR antag: 15%; RGS12 GoLoco inh: 14%; Epigenetic derep: 0.1%; SMN2 splice up: -64%[inhibitor]; Luc counter: 1%; JMJD2E inh: 6%; RECQ1 helicase: -4%; IMPase Li cell: 4%

Results for Cc1cccc(C)c1NC(=O)/C(=C/c1ccco1)c1ccccc1 ?
NPSR antag: inconclusive; RGS12 GoLoco inh: 4%; Epigenetic derep: -1.1%; SMN2 splice up: -4%; Luc counter: -6%; JMJD2E inh: -14%; RECQ1 helicase: -9%; IMPase Li cell: 7%[38.3 µM]

Results for NC(=O)CC(NC(=O)Cc1ccc(Br)cc1)c1ccc(NCc2cc(F)ccc2F)c([N+](=O)[O-])c1 (stereo not given) ?
NPSR antag: -32%; RGS12 GoLoco inh: 5%; Epigenetic derep: 11%; JMJD2E inh: -26%; RECQ1 helicase: -3%

What do the screens show for `COc1cc(NC(=S)NC(=O)c2c(OC)cccc2OC)ccc1NC(=O)c1cccs1`?
NPSR antag: -6%[46.1 µM]; RGS12 GoLoco inh: 5%; Epigenetic derep: -0.3%; SMN2 splice up: -25%; Luc counter: 3%; JMJD2E inh: 1%; RECQ1 helicase: -12%; IMPase Li cell: 18%[38.3 µM]

Results for O=C(NC1CC1)c1sccc1-n1cccc1 ?
NPSR antag: 2%[46.1 µM]; RGS12 GoLoco inh: 15%; Epigenetic derep: -0.7%; SMN2 splice up: 0%; Luc counter: 0%; JMJD2E inh: 1%; RECQ1 helicase: inactive; IMPase Li cell: 13%[38.3 µM]

Results for O=S1(=O)N=C(N2CCCc3ccccc32)c2ccccc21 ?
NPSR antag: -1%[46.1 µM]; RGS12 GoLoco inh: 29%; Epigenetic derep: -1.1%; SMN2 splice up: -8%; Luc counter: -2%; JMJD2E inh: 2%; RECQ1 helicase: -1%; IMPase Li cell: 5%[38.3 µM]

What do the screens show for `CC(C)C(=O)NC(NC1CCS(=O)(=O)C1)C(Cl)(Cl)Cl` (stereo not given)?
NPSR antag: 7%; RGS12 GoLoco inh: 17%; Epigenetic derep: 12%; SMN2 splice up: -10%; Luc counter: 2%; JMJD2E inh: -12%; RECQ1 helicase: inactive; IMPase Li cell: 2%

What do the screens show for `O=C(Cc1ccc(-n2c(=O)c3sccc3n(CC(=O)Nc3ccccc3F)c2=O)cc1)NCc1ccco1`?
NPSR antag: -1%; RGS12 GoLoco inh: 15%; Epigenetic derep: -0.4%; SMN2 splice up: -8%; Luc counter: 4%; JMJD2E inh: -1%; RECQ1 helicase: inactive; IMPase Li cell: inconclusive

What do the screens show for `Cn1cc(S(=O)(=O)NCc2ccco2)c(=O)n(C)c1=O`?
NPSR antag: -7%[46.1 µM]; RGS12 GoLoco inh: -4%; Epigenetic derep: -1.0%; SMN2 splice up: -15%; Luc counter: 0%; JMJD2E inh: -2%; RECQ1 helicase: -5%; IMPase Li cell: 3%[38.3 µM]

Results for CCOC(=O)C1(CC)NC(c2ccc(N(C)C)cc2)C2C(=O)N(C)C(=O)C21 (stereo not given) ?
NPSR antag: -6%[7.67 µM]; RGS12 GoLoco inh: -19%; Epigenetic derep: -2.9%; SMN2 splice up: 11%; Luc counter: -4%; JMJD2E inh: inconclusive; RECQ1 helicase: -5%; IMPase Li cell: -16%[38.3 µM]

What do the screens show for `CCN(CC)CCC#CC(O)(c1ccccc1)C1CCCCC1` (stereo not given)?
NPSR antag: -9%; RGS12 GoLoco inh: 12%; Epigenetic derep: 0.9%; SMN2 splice up: -11%; Luc counter: 1%; JMJD2E inh: 4%; RECQ1 helicase: 23%; IMPase Li cell: 37%

Results for O=C(COC(=O)c1ccc[n+]([O-])c1)Nc1c(Br)cc([N+](=O)[O-])cc1Br ?
NPSR antag: 13%; RGS12 GoLoco inh: 31%[activator]; Epigenetic derep: 8.7%; SMN2 splice up: 14%; Luc counter: -3%; JMJD2E inh: -11%; RECQ1 helicase: 5%; IMPase Li cell: -1%

Results for O=C1CN(C(=O)COC(=O)c2ccccc2NCc2ccco2)c2ccccc2N1 ?
NPSR antag: -21%[46.1 µM]; RGS12 GoLoco inh: 7%; Epigenetic derep: 0.0%; SMN2 splice up: inconclusive; Luc counter: -2%; JMJD2E inh: inconclusive; RECQ1 helicase: -13%; IMPase Li cell: 22%[38.3 µM]

How did Fc1cccc(Cl)c1Cn1nnc2c(-n3ccnc3)ncnc21 do in these assays?
NPSR antag: -25%[46.1 µM]; RGS12 GoLoco inh: 7%; Epigenetic derep: -1.0%; SMN2 splice up: -14%; Luc counter: -5%; JMJD2E inh: 0%; RECQ1 helicase: -8%; IMPase Li cell: -5%[38.3 µM]

Molecules from the list above containing two or more sulfur atoms, in the order listed:
Results for O=C(CSc1nc(-c2ccccc2)cs1)N1CCc2ccccc21 ?
NPSR antag: inconclusive; RGS12 GoLoco inh: 2%; Epigenetic derep: -2.7%; SMN2 splice up: 4%; Luc counter: 1%; JMJD2E inh: -1%; RECQ1 helicase: 1%; IMPase Li cell: 4%[38.3 µM]

What do the screens show for `COc1cc(NC(=S)NC(=O)c2c(OC)cccc2OC)ccc1NC(=O)c1cccs1`?
NPSR antag: -6%[46.1 µM]; RGS12 GoLoco inh: 5%; Epigenetic derep: -0.3%; SMN2 splice up: -25%; Luc counter: 3%; JMJD2E inh: 1%; RECQ1 helicase: -12%; IMPase Li cell: 18%[38.3 µM]

Screening data from PubChem BioAssay.
